# Source: PubChem BioAssay (National Center for Advancing Translational Sciences (NCATS))
# PKM2 act: increases activity of human pyruvate kinase M2 | purified PKM2, Kinase-Glo ATP luminescence, activation; response scale: 0% is enzyme alone, no compound | Potency, µM (top dose mostly 57.5 µM), without a hit: at the top dose activation, usual class: activators | 260,000 compounds, 0.34% hits | P14618 | AID 1631; note: potency is the fitted concentration of half-maximal effect; % is set by controls: 0 for no effect and ±100 for the full control effect; nearly all actives have a fitted effect of over 55% in size
#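 ATP formation by purified human PK-M2, quantified via coupled luciferase luminescence after 1 h at room temperature with 0.1 mM ADP and 0.5 mM PEP final.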
# BCR signal inh: chronic active BCR signaling inhibition; Potency, µM (highest dose often 46.1 µM), without a hit: at the top dose ratio change, negative = lower green/red ratio, hits mostly inhibitors; ABC-DLBCL IkBa-CBG/CBR reporter, luminescence ratio, 4 h; 340,000 compounds, 0.05% hits; active = well fitted inhibition curve with a large enough effect in the signal ratio, with a control signal flat, not every such curve was filed as active; inconclusive = small, poorly fitted or top-dose-only effect, or effect the other way, or a change in a side signal; the % refers to the signal ratio;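 note: potency is the fitted concentration of half-maximal effect; plate controls were basal doxycycline-induced cells for no effect and cells given 10 µM MG132 for full effect; MG132 reads +100%, hits lower the ratio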
#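 Cell line TMD8 (human ABC DLBCL), stably expressing tet-inducible CBG68-IkBa fusion and CBR; IMDM/0.5% FBS; cpd up to 46 uM; dox induction, 4 h, 37C/5% CO2; dual luminescence; green/red ratio; MG132 control.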
# Mito fusion yeast: inhibitors of mitochondrial division or activators of mitochondrial fusion; S. cerevisiae fusion-defective mutant growth rescue, CellTiterGlo 48 h; Potency, µM (doses to about 46.1 µM), inactives show at the top dose growth rescue (activation), usual class: activators; 320,000 compounds, 0.23% hits; AID 485298;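 note: potency is the fitted concentration of half-maximal effect; % of control where 0% means no effect; nearly all actives have a fitted effect of over 45% in size; temperature-sensitive fusion mutants such as fzo1-1 at 37 °C on non-fermentable ethanol glycerol medium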
#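 Luminescent cell viability in 1536-well qHTS format served as the measure of rescued growth in ts fusion-mutant S. cerevisiae cultured on non-fermentable YPEG for 48 hours at 37C.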
# GALK inh: galactokinase (human) inhibition; 270,000 compounds, 0.007% hits; Potency, µM (top dose mostly 57.5 µM), for the others: top-dose activity change, negative = inhibition, hits mostly inhibitors; P51570; Purified GALK, Kinase-Glo residual ATP luminescence; note: potency is the fitted concentration of half-maximal effect; % is set by controls: 0 for no effect and ±100 for the full control effect
#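 GALK at 5 nM final was combined with compound, 35 uM ATP and 100 uM galactose in HEPES pH8.0 with MgCl2 and DTT. The reaction ran one hour at room temperature before luminescent ATP detection.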
# MBNL1-CUG inh: MBNL1-poly(CUG) RNA binding inhibition. Potency, µM (doses to about 57.5 µM), for the others: at the top dose activity change, negative = inhibition, most hits filed as inhibitors. 280,000 compounds, 0.036% hits. Q9NR56. TR-FRET MBNL1-His/biotin-(CUG)12 binding, 665/545 ratio; active = well fitted inhibition curve with a large enough effect in the signal ratio, with a control signal flat, not every such curve was filed as active; inconclusive = small, poorly fitted or top-dose-only effect, or effect the other way, or a change in a side signal; inactive = no such curve, though single readings can be large or run the other way; the % refers to the signal ratio; note: potency is the fitted concentration of half-maximal effect; % is set by controls: 0 for no effect and ±100 for the full control effect
#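 Compound titration spanned 92 nM–58 uM against the MBNL1-His/biotin-(CUG)12 complex. After 60 min at room temperature with 5 nM streptavidin-XL665 and 0.055 ng/ul terbium anti-His, ratiometric 665/545 nm emission (Ex 340 nm) normalized to controls.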
# USP2a inh: inhibitors of human ubiquitin-specific protease USP2a | O75604 | USP2 core, Ub-CHOP2 coupled fluorogenic reporter, 485/531 | Potency, µM (top dose mostly 38.3 µM), without a hit: top-dose activity change, negative = inhibition, actives largely listed as inhibitors | 330,000 compounds, 0.01% hits | AID 463254;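 note: potency is the fitted concentration of half-maximal effect; plate controls were DMSO wells for no effect and full inhibition by NEM control for full effect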
#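 Deubiquitinase activity read as fluorescence (485/531 nm) after Ub-CHOP2 cleavage activates the enterokinase reporter on its substrate; USP2 core 10nM, Ub-CHOP2 and substrate 25nM each, 30min compound preincubation then 60min RT; data normalized to NEM, curves fitted.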
# Menin MLL FP TR: menin-MLL binding inhibition, Texas Red mutant peptide. 270,000 compounds, 0.23% hits. AID 1768. O00255. Potency, µM (doses to about 61.6 µM), for the others: at the highest dose FP activity change, negative = inhibition, usual class: inhibitors. Menin + Texas Red MLL mutant peptide, fluorescence polarization; active = well fitted inhibition curve with a large enough effect in the polarisation, with a control signal flat, not every such curve was filed as active; inconclusive = small, poorly fitted or top-dose-only effect, or effect the other way, or a change in a side signal; inactive = no such curve, though single readings can be large or run the other way; the % refers to the polarisation; note: potency is the fitted concentration of half-maximal effect; % of control where 0% means no effect; many of its hits are not listed in these tables
# KCNH2 WT inh: KCNH2 (human, wildtype) channel inhibition; Q12809; U2OS, BacMam KCNH2, thallium flux FluxOr; stronger effect = lower value; activity change, % at 1.84 µM; 340,000 compounds, 0.37% hits; AID 720551;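 active = maximum activity change below -70%; inconclusive = maximum activity change between -70% and -50%; inactive = maximum activity change above -50%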; note: % is set by controls: 0 for no effect and ±100 for the full control effect
#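 U2OS cells transduced with wild-type KCNH2 virus are loaded with FluxOr dye for 45 min, and thallium flux is measured in kinetic reads before and after stimulation buffer. Rate constants are normalized to DMSO controls.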
# ASM inhibitor: blocks human secretory acid sphingomyelinase | P17405 | 340,000 compounds, 0.006% hits | Potency, µM (series often up to 57.5 µM), for the others: at the top dose activity change, negative = inhibition, hits mostly inhibitors | placental ASM, HMU-PC fluorogenic substrate, 60 min | AID 504937; note: potency is the fitted concentration of half-maximal effect
# Target sequence (P17405 47-631 limits assumed): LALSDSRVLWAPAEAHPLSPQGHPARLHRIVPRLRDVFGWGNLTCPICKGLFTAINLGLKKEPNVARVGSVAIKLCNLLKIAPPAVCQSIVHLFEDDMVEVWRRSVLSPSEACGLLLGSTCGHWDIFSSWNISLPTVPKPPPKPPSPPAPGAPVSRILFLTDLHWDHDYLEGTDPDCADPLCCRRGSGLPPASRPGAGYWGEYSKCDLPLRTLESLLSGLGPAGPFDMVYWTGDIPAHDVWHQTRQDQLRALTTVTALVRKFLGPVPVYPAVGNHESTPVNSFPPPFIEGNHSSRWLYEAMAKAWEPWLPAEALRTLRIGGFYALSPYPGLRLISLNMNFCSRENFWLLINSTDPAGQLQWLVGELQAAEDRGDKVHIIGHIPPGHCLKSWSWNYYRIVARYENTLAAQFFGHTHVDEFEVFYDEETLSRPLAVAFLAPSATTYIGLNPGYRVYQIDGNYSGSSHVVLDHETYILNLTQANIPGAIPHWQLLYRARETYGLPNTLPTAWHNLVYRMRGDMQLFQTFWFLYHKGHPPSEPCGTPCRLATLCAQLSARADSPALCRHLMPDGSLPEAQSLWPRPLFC
#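 Human placenta-derived ASM enzyme was preincubated with compound for 10 minutes at room temperature, then given fluorogenic substrate HMU-PC0 (9 uM final) for 60 minutes at 37 °C; a pH 10 stop preceded fluorescence reading at Ex 386/Em 447 nm.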
# TSHR antagonist: human thyrotropin receptor antagonism. 330,000 compounds, 0.2% hits. TSHR-expressing cells, TSH-stimulated cAMP HTRF, 2 h; stronger effect = lower value. AID 504810. activity change, negative = inhibition, % at 11.5 µM;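 active = activity change below a set negative limit, meaning inhibition stronger than a set level, cut at about -70% in these data; inconclusive = activity change between two set negative limits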; note: % is set by controls: 0 for no effect and ±100 for the full control effect
#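 Freshly harvested TSHR cells receive pin-tooled compound, then EC80 TSH at 4nM final. After 2 hours at 37 deg C, antibody in lysis buffer and cAMP-d2 are added; 30 minutes at ambient temperature precede the HTRF read.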
# Eya2 phos inh: inhibitors of human Eya2 phosphatase activity; O00167; Potency, µM (highest dose often 76.9 µM), for inactives: top-dose activity, negative = inhibition, usual class: inhibitors; AID 488837; recombinant Eya2, OMFP fluorescence dephosphorylation (OMFP is methylfluorescein phosphate); 330,000 compounds, 0.006% hits; note: potency is the fitted concentration of half-maximal effect; % is set by controls: 0 for no effect and ±100 for the full control effect
# Target sequence (O00167 whole entry, looked up): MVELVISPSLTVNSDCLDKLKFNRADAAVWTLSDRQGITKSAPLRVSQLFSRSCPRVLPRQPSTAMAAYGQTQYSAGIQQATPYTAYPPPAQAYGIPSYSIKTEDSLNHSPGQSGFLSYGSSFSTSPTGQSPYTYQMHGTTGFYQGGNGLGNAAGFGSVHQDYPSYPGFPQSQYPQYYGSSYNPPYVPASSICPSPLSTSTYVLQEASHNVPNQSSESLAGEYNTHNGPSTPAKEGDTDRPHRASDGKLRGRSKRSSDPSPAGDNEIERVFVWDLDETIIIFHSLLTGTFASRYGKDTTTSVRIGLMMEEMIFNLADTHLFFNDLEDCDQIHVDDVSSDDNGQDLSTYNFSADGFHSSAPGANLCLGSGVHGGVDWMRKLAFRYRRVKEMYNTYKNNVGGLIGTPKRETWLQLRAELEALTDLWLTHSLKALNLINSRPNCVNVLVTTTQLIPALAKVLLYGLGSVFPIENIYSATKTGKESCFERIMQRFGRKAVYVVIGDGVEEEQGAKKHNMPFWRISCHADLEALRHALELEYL
#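 Eya2 protein (added as 0.2 uM solution) was preincubated with compound for 10 min at ambient temperature in 50 mM HEPES pH 7.5, 50 mM NaCl, 5 uM MgCl2, 0.05% BSA, 1 mM DTT. OMFP (added at 50 uM) then reacted 10 min; fluorescence read at 485/525 nm.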
# Starred values were filed as active, the others as inactive; ? = inconclusive; / = not tested or not shown; [ ] = dose if it differs, or a comment. Unless noted, calls come from the whole dose curve; as a rule, active = well fitted curve in the direction sought with a large enough effect; inconclusive = small, poorly fitted or top-dose-only effect, or another doubt; inactive = no such curve, though single readings can be large; an effect the other way counts as inactive or inconclusive. Not all compounds are listed; the hit share may differ from the screen's.
SMILES,PKM2 act,BCR signal inh,Mito fusion yeast,GALK inh,MBNL1-CUG inh,USP2a inh,Menin MLL FP TR,KCNH2 WT inh,ASM inhibitor,TSHR antagonist,Eya2 phos inh
CCC1(CC)Cc2ccccc2C2=C(C(=O)N3CCCCC3)C(=O)C(=O)N21,-10%,0%,-2%,0%,?,0%,-4%,0,1%,3,-19%
O=C(O)c1ccccc1OCCOc1ccccc1,-1%,-15%,1%,0%,-8%,-1%,-21%,-2,2%,-7,4%
CCC(C)[C@H](NC(=O)[C@@H]1Cc2ccccc2CN1C(=O)OC(C)(C)C)C(=O)NCC1CCC(C(=O)O)CC1 (stereo partly specified),-5%,3%,3%,-1%,-8%,0%,/,-9,8%,-8,-7%
CC(=O)Nc1ccc(N2C(=O)CSC2c2ccc([N+](=O)[O-])cc2)cc1 (stereo unspecified),/,5%,-5%,-1%,?,0%,2%,3,3%,3,-10%
Cc1cc(C(=O)Nc2ccc3c(c2)OCCO3)c(C)o1,0%,-5%,-3%,-4%,-9%,-1%,7%,-10,0%,5,8%
CC1CCC(NC(=O)CSc2nnc(-c3cccnc3)o2)CC1 (stereo unspecified),/,12%,-1%,/,/,-1%,/,-3,3%,-2,13%
COc1ccc(NC(=O)Nc2ccccc2SC)cc1,-41%,?,0%,10%,-5%,-1%,34%[activator],-15,-2%,1,3%
CCOC(=O)C(NC(=O)c1ccccc1Cl)(Nc1sc2c(c1C(N)=O)CCC2)C(F)(F)F (stereo unspecified),0%,?,-2%,0%,-3%,3%,-19%,/,1%,-2,2%
Brc1ccccc1Cn1c(-c2cncs2)nc2ccccc21,10%,23%,27%,1%,-4%,1%,-6%,-10,3%,-16,1%
O=C(OCC(=O)N1CCc2ccccc2C1)c1ccc(N2CCOCC2)c([N+](=O)[O-])c1,2%,-9%,4%,3%,?,0%,8%,0,-4%,-6,-10%
Cc1onc(-c2c(Cl)cccc2Cl)c1C(=O)N=C(N)N1CCCC1,-3%,3%,2%,10%,-13%,-1%,/,-7,5%,-13,10%
CCOC(=O)C(C)/C(C)=N/NC(=O)c1cc2ccccc2cc1O (stereo unspecified),-2%,?,-4%,2%,19%,-1%,?,2,-2%,-4,9%
O=C(NCCCO)c1ccc(CSc2nc3ccccc3c(=O)[nH]2)cc1,1%,?,2%,-1%,-4%,1%,/,-2,-2%,2,14%
COc1ccc(CN2CCN(Cc3ccc(OC)c(OC)c3OC)CC2)cc1,/,-1%,-11%,4%,-8%,1%,?,39,2%,-1,5%
Cc1c(Br)c(-c2n[nH]c(=S)n2Cc2ccco2)nn1C,3%,1%,-29%,/,-1%[11.5 µM],1%,3%,23,1%,13,6%
Cc1ccccc1NC(=O)CCSc1nnnn1-c1ccccc1,-14%,-19%,3%,1%,-14%,3%,-11%,-5,2%,14,11%
CCOC(=O)c1cnc(-n2nc(C)cc2C)nc1Nc1ccccc1OC,-6%,1%,-4%,-1%,-13%,-1%,0%,/,/,-14,-6%
C=CC[C@@H](CC(=O)N[C@@H](CO)Cc1ccccc1)C(=O)NC[C@@H](OC(=O)[C@@H](CC=C)CC(=O)OC(C)(C)C)c1ccccc1,/,?,/,/,/,4%,/,-10,1%,-13,9%
Cc1nn(C)cc1CNC(=O)Nc1ccc(Cl)c(Cl)c1,9%,15%,2%,1%,8%,1%,?,-7,-2%,4,-11%
COC(=O)c1ccc(-c2ccc([C@H]3[C@H]4C=CC[C@@H](C)[C@@H]4C(=O)N3Cc3ccccc3)c(F)c2)cc1,0%,-10%,-8%,2%,-2%,2%,/,/,-16%,-4,-16%
COc1cc(/C=C2/C(=O)NN(c3ccc(F)cc3)C2=O)cc([N+](=O)[O-])c1O,-13%,1%,-2%,5%,?,5%,/,9,-1%,0,-1%
Nc1ccc(N2CCCCC2)cc1N1CCCCC1,?,5%,-8%,1%,12%,-2%,?,-2,-5%,-10,-3%
O=c1cc(NCc2ccccc2)nc2ccccn12,1%,?,3%,2%,3%,1%,-4%,4,0%,2,-5%
COc1ccccc1-c1csc(NC(=O)c2ccc(N3C(=O)CCC3=O)cc2)n1,4%,?,-3%,9%,40%[activator],2%,0%,/,4%,-14,-2%
CC1NC(=O)N(C)[C@@H]2NC(=O)N(C)C(c3ccc([N+](=O)[O-])cc3)[C@@H]12 (stereo partly specified),-5%,-1%,0%,2%,26%,1%,8%,-5,2%,0,-6%
# Carrying on.
SMILES,PKM2 act,BCR signal inh,Mito fusion yeast,GALK inh,MBNL1-CUG inh,USP2a inh,Menin MLL FP TR,KCNH2 WT inh,ASM inhibitor,TSHR antagonist,Eya2 phos inh
O=C(Nc1ccccc1C(=O)N1CCOCC1)c1ccc(Cl)cc1,0%,2%,-1%,1%,-7%,-1%,-14%,/,-2%,-4,-4%
Cc1noc(NS(=O)(=O)c2ccc(N/C=C/C(=O)c3cccnc3)cc2)c1C,-7%,?,-2%,2%,?,3%,-8%,-6,1%,5,-34%
CCOC(=O)c1c(NC(=O)CSc2nc(C)cc(C)c2C#N)sc(C(C)=O)c1C,-4%,0%,4%,6%,34%[activator],0%,1%,1,37%[activator],15,-3%
COCCN(CC(=O)Nc1cccc(C)c1C)C(=O)Cn1cnc2ccccc2c1=O,/,-3%,-1%,/,/,1%,/,9,/,7,16%
Cc1ccc(-c2cc(C(F)(F)F)n3ncc(C(=O)N4CCN(C)CC4)c3n2)cc1,22%,?,0%,7%,?,1%,0%,-7,-3%,8,-8%
CCCCCCCCCC(=O)N1c2ccccc2NC(=O)C1CC(=O)Nc1ccc(C(=O)O)cc1 (stereo unspecified),1%,-4%,1%,-1%,-1%,1%,/,-11,-12%,4,-1%
O=C1NC(c2ccco2)Nc2ccccc21 (stereo unspecified),-8%,16%,3%,2%,-4%,2%,2%,-3,85%[activator],-5,2%
COc1ccc(-n2c(COc3cccc(C)c3)n[nH]c2=S)cc1,-4%,-1%,-16%,-3%,1%,0%,23%,3,3%,-2,11%
COc1ccc(CNC(=O)CN(C)S(=O)(=O)c2ccc3c(c2)n(C)c(=O)c(=O)n3C)cc1,/,0%,-1%,-3%,-2%,2%,/,-6,1%,-4,-2%
C/C=C/c1ccc(OCCOCCOc2cccc3cccnc23)c(OC)c1,2%,0%,6%,0%,5%,0%,-5%,-6,-1%,11,-10%
Cc1ccc(NC(=O)[C@@H]2CCCN2C(=O)c2cccs2)cc1S(=O)(=O)N1CCCCC1,/,0%,3%,/,/,-1%,/,-8,0%,6,-22%
Cc1cccc(CN2C(=O)NC(c3ccccc3)(c3ccccc3)C2=O)c1,0%,0%,9%,-5%,-7%,2%,-2%,4,-7%,-9,-2%
Cc1nnc(SCC(=O)NCc2ccco2)n1Cc1ccccc1,0%,-12%,-1%,-1%,-2%,-1%,-6%,-6,5%,0,11%
CC(C)CN(C(=O)COC(=O)c1ccc2c(c1)OCCO2)c1c(N)n(Cc2ccccc2)c(=O)[nH]c1=O,/,1%,-5%,/,/,0%,/,-3,2%,4,17%
S=C(NCCc1ccccc1)N1CCc2ccccc2C1,2%,1%,-1%,-2%,-2%,3%,?,0,0%,10,2%
CCOC(=O)c1c(C)nc2c(c1-c1ccc(Cl)cc1)C(=O)CC(C)(C)C2,-4%,21%,20%,2%,11%,-1%,-7%,8,-5%,10,1%
O=C(Cn1nnc(-c2ccc3c(c2)OCO3)n1)NCc1ccco1,12%,-1%,-4%,0%,-4%,-6%,2%,8,0%,-5,-25%
C/C(CC(=O)Nc1ccc(F)cc1)=N\NC(=O)c1ccccn1,0%,?,-10%,1%,9%,7%,0%,-2,2%,-6,14%
O=C(N/N=C/c1ccc(Cl)c([N+](=O)[O-])c1)c1cnccn1,-2%,3%,-4%,1%,?,4%,1%,0,2%,-1,3%
COc1ccc2oc(C(=O)OCC(=O)NCCc3ccc(S(N)(=O)=O)cc3)c(C)c2c1,/,0%,-10%,/,/,-1%,/,-4,-7%,-6,-9%
NC(=O)Nc1cc(Cl)ccc1Cl,9%,-2%,0%,3%,-11%,2%,/,1,-2%,-8,7%
O=C(NCc1cccc(CNC(=O)C(=O)NCC2CCCO2)c1)C(=O)NCC1CCCO1 (stereo unspecified),19%,-9%,0%,3%,-20%,2%,5%,3,-5%,0,3%
